Vc quorum ag = inducers of Vibrio cholerae quorum light production without autoinducers, primary screen, BH1578 luxS cqsA deficient, single point. AID 588436, 2011. 0.16% of 350,000 active. activation, % at 18.7 µM. V. cholerae BH1578 lux reporter, luminescence, 6 h; in the data active means activation mostly above about 9.7%, no sharp cut-off; further: not every result past the cut was called active; inactives centre near 0; reference of the scale not given here
Yp Topo-I inh = Yersinia pestis topoisomerase I inhibitors, primary screen, biochemical, cleavage product accumulation, plate reader, single point; Y. pestis Topo-I cleavage product accumulation; activity, % at 10 µM; 0.064% of 360,000 active; AID 504884, 2011; in the data active means activity above about 50%, passing the limit was not always enough; further: inactives centre near 2
TcdB inh = TcdB glycohydrolase inhibitors, primary screen, biochemical, single point, plate reader. 0.24% of 350,000 active. Toxin B (Clostridioides difficile), P18177. TcdB glycohydrolase enzymatic assay. inhibition, % at 9.99 µM; in the data active means inhibition above about 10%
BioA inh = M. tuberculosis BioA enzyme inhibitors, primary screen, biochemical, plate reader, single point, HTS; purified M. tuberculosis BioA enzyme; inhibition, % at 9.99 µM; 0.096% of 360,000 active; AID 602481, 2012; in the data active means inhibition above about 40%
FadD28 FP inh = inhibitors of FadD28 bisubstrate probe binding, primary screen, biochemical, fluorescence polarization, single point; inhibition, % at 12.5 µM; Mycobacterium tuberculosis FadD28 fatty-acid-AMP ligase; 0.22% of 360,000 active; in the data active means inhibition above about 8.5%, passing the limit was not always enough
FBA Mtb inh = Mtb FBA enzyme inhibitors, primary screen, biochemical, fluorescence, strain H37Rv | inhibition, % at 1 µM | purified M. tuberculosis FBA, fluorescence read-out | 2.3% of 360,000 active | Fructose-bisphosphate aldolase (Mycobacterium tuberculosis (strain ATCC 25618 / H37Rv)), …; in the data active means inhibition above about 27%;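 further: 0% = vehicle and 100% = reference inhibitor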
Target sequence (P9WQA3 whole entry, looked up): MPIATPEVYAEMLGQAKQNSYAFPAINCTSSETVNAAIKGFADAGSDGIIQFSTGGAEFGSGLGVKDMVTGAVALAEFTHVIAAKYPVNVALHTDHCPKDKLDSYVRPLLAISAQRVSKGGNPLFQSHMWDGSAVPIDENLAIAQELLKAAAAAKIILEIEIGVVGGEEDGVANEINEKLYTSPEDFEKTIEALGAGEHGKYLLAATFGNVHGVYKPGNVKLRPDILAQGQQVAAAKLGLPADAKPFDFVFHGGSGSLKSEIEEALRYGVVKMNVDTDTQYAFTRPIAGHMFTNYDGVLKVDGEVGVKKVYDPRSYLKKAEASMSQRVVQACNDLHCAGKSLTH
GDH-TPI inh = GDH-TPI coupling enzyme inhibitors, primary screen, artefact control for M. tuberculosis FBA inhibitor project, biochemical, absorbance, full deck; GDH-TPI coupled enzyme counterscreen, NADH absorbance; 1.2% of 360,000 active; inhibition, % at 4.8 µM; in the data active means inhibition above about 30%;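 further: 0% = DMSO wells and 100% = wells lacking the enzyme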
Mtb UGM inh = M. tuberculosis UGM enzyme inhibitors, primary screen, biochemical, fluorescence polarization, single point. purified UGM, fluorescence polarization probe displacement. 0.06% of 320,000 active. inhibition, % at 10 µM. AID 504406, 2011; in the data active means inhibition above about 10%, passing the limit was not always enough
Target sequence (P9WIQ1 whole entry, looked up): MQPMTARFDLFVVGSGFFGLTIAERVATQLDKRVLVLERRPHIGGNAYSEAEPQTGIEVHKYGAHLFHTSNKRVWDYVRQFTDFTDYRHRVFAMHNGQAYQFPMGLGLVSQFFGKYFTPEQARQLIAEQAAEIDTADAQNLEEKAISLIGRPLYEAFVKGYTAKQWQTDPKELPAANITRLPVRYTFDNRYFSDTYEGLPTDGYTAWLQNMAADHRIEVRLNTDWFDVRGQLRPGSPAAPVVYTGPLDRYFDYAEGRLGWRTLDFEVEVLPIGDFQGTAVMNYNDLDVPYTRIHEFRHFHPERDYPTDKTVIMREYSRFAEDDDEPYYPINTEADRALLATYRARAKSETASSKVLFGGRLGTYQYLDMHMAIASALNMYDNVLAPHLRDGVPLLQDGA
PfHsp40 yeast = rescue of yeast from PfHsp40 toxicity, primary screen, S. cerevisiae, ATP luminescence | growth rescue, % at 12.5 µM | AID 504582, 2011 | S. cerevisiae expressing PfHsp40, growth rescue | 0.68% of 340,000 active; in the data active means growth rescue above about 28%, passing the limit was not always enough;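 further: yeast W303a lacking pdr1 and pdr3 grown in galactose medium; growth measured after three days at 30 °C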
The depositor's hits bear a star; i = inactive; / = not tested or not shown.

SMILES	Vc quorum ag	Yp Topo-I inh	TcdB inh	BioA inh	FadD28 FP inh	FBA Mtb inh	GDH-TPI inh	Mtb UGM inh	PfHsp40 yeast
COC(=O)c1c(NC(=O)c2nc3ccccc3s2)sc2c1CCN(C(C)=O)C2	-0.2	26	/	-1.6	-8.8	-1	7	0.9	-0.6
COc1ccc(CC(=O)NC(C)c2nnc(SCC(=O)Nc3ccccc3F)n2C)cc1 (configuration not stated)	-3.1	5	-0.6	/	-0.8	-3	1	-0.4	-0.6
CCCCN(C)C(=O)CCCCn1c(=O)[nH]c2cc(OCC)c(OCC)cc2c1=O	-6.2	8	/	0.7	-3.0	15	7	0.8	1.0
COc1ccc(OC)c(S(=O)(=O)NCC(c2ccco2)S(=O)(=O)c2ccccc2)c1 (configuration not stated)	7.7	5	-0.8	0.3	-2.4	0	-14	0.3	0.0
Cc1ccc(NC(=O)CN2C(=O)NC3(CCCc4ccccc43)C2=O)cc1S(=O)(=O)N1CCOCC1 (configuration not stated)	-0.1	-5	0.3	/	-1.7	4	5	-1.2	0.2
Cc1ccc(C(c2nc3ccccc3[nH]2)n2c(-c3ccccc3)nc3ccccc32)cc1 (configuration not stated)	/	/	1.7	-2.2	-4.1	28*	/	/	/
COc1ccc(C(=O)c2cn[nH]c2-c2ccc(C)cc2O)cc1	-0.6	-2	-2.5	0.9	-2.0	-2	-1	-1.8	-1.5
ClC(Cl)c1nnc(-c2ccccc2)c(-c2c[nH]c3ccccc23)n1	-0.7	18	/	-0.3	-3.8	-3	12	1.9	0.0
CCCCN(C(=S)Nc1ccccc1)C1CCS(=O)(=O)C1 (configuration not stated)	-0.5	3	/	/	-2.4	-1	10	-1.0	0.7
CCOc1ccc(N(CC(=O)Nc2ccc(C)c(C)c2)S(=O)(=O)c2c(C)noc2C)cc1	-0.2	12	0.2	-0.4	-1.4	-4	3	-0.6	1.0
CC(=O)N(C)c1nnc(-c2cnccn2)s1	i	-6	/	/	-2.0	9	0	-2.0	-0.2
N#CCCN(CCC#N)S(=O)(=O)c1ccc(C(=O)Nc2nnc(C3=COCCO3)o2)cc1	i	5	2.2	-0.2	-0.7	-4	19	-1.9	-0.5
Cc1ccc(NC(=O)c2ccc3c(c2)OCCO3)cc1S(=O)(=O)Nc1cccc(Cl)c1	-0.2	-4	0.7	0.4	-2.6	-3	-17	-1.0	-0.6
Cc1cccc(N(CC(=O)NC(C)C)C(=O)c2ccc(N3CCCC3)nc2)c1	0.3	6	-0.7	/	-1.5	-2	6	1.3	0.1
CC(=O)Nc1ccc(OCCOc2ccc(/C=C3\C(=N)N4N=C(C(C)C)SC4=NC3=O)cc2)cc1	i	12	-0.3	/	-0.6	1	21	1.5	-0.1
O=C(CCCC(=O)N(CC(=O)NC1CCCCC1)Cc1ccccc1)Nc1ccccn1	i	1	/	-2.5	-1.6	-4	6	1.5	0.3
CC[C@@H]1C(c2ccc(F)cc2)=NN(c2ccccc2)[C@H]1C(=O)N1CCOC1=O	i	-4	-0.1	-3.6	-1.3	3	15	/	1.4
CCNc1nc(C)c(CN(C(C)=O)c2ccccc2)nc1C#N	-0.5	-3	/	/	-0.9	126*	8	0.1	0.2
CN1OC[C@@H]2CN(C(=O)CCc3ccccc3)[C@H](c3ccccc3Br)C[C@@H]21	/	/	1.1	3.5	-2.3	0	/	/	/
Cc1cc(C)nc(N/N=C/C2=C(O)CC(c3ccc(F)cc3)CC2=O)n1 (configuration not stated)	i	1	0.3	-1.4	-0.1	2	3	-1.3	/
CCOc1ccc(CN(C)C(=O)CCN2C(=O)c3ccccc3C2=O)cc1OC	-0.2	4	0.7	10	-2.5	1	-7	-0.7	-0.3
O=C(OCC(=O)N1CCc2ccccc2C1)c1cccc([N+](=O)[O-])c1	-0.6	3	1.4	/	-2.1	5	5	-0.8	-0.6
CCOC(=O)C1(Cc2ccccc2)C(=O)N(CCCN(C)C)c2ccccc21 (configuration not stated)	i	5	-1.1	0.2	-3.0	1	6	1.3	/
CCC(=O)N1CCc2cc(Br)cc(S(=O)(=O)N3CCCC(C(=O)NC(C)(C)C)C3)c21 (configuration not stated)	-0.2	17	-2.3	-3.2	1.3	-1	2	0.2	0.0
Cc1ccc(S(=O)(=O)N(C)C)cc1NC(=O)c1c(-c2c(F)cccc2Cl)noc1C	-0.4	-3	0.4	/	-3.6	1	-5	-0.1	-1.3

7 structures already listed, arranged by molecular weight, descending:
SMILES	Vc quorum ag	Yp Topo-I inh	TcdB inh	BioA inh	FadD28 FP inh	FBA Mtb inh	GDH-TPI inh	Mtb UGM inh	PfHsp40 yeast
CC(=O)Nc1ccc(OCCOc2ccc(/C=C3\C(=N)N4N=C(C(C)C)SC4=NC3=O)cc2)cc1	i	12	-0.3	/	-0.6	1	21	1.5	-0.1
N#CCCN(CCC#N)S(=O)(=O)c1ccc(C(=O)Nc2nnc(C3=COCCO3)o2)cc1	i	5	2.2	-0.2	-0.7	-4	19	-1.9	-0.5
CN1OC[C@@H]2CN(C(=O)CCc3ccccc3)[C@H](c3ccccc3Br)C[C@@H]21	/	/	1.1	3.5	-2.3	0	/	/	/
CC[C@@H]1C(c2ccc(F)cc2)=NN(c2ccccc2)[C@H]1C(=O)N1CCOC1=O	i	-4	-0.1	-3.6	-1.3	3	15	/	1.4
CCOC(=O)C1(Cc2ccccc2)C(=O)N(CCCN(C)C)c2ccccc21 (configuration not stated)	i	5	-1.1	0.2	-3.0	1	6	1.3	/
Cc1cc(C)nc(N/N=C/C2=C(O)CC(c3ccc(F)cc3)CC2=O)n1 (configuration not stated)	i	1	0.3	-1.4	-0.1	2	3	-1.3	/
CC(=O)N(C)c1nnc(-c2cnccn2)s1	i	-6	/	/	-2.0	9	0	-2.0	-0.2

Next results.
SMILES	Vc quorum ag	Yp Topo-I inh	TcdB inh	BioA inh	FadD28 FP inh	FBA Mtb inh	GDH-TPI inh	Mtb UGM inh	PfHsp40 yeast
CC(=O)Nc1ccc(Nc2nnc(-c3ccc(C)c(S(=O)(=O)NCCO)c3)c3ccccc23)cc1	0.6	31	1.1	0.5	0.4	-1	29	0.5	2.6
Cc1cc(-c2ccc(C(C)C)c(S(=O)(=O)N3CCOc4ccccc43)c2)on1	-0.8	9	2.4	-1.8	-3.1	-4	2	0.4	0.4
Cc1cc(C)c(S(=O)(=O)Nc2ccc(O)c(Sc3ncn[nH]3)c2)cc1C	-0.2	-3	-16	-2.8	1.7	5	7	-2.0	1.0
ONC(=Nc1ccc(Cl)cc1)c1ccc(Cl)cc1	-6.2	6	/	1.5	-2.3	-1	2	-1.0	-0.7
Cc1cccc(C(=O)N2CCN(c3ncnc4c3cnn4-c3ccccc3)CC2)c1	i	33	/	-1.3	-1.4	1	2	2.5	1.6
COc1cc(CN2CCN(c3cccc(Cl)c3)CC2)cc(OC)c1OC	-0.2	27	/	2.1	-1.6	-2	7	-0.6	0.6
CSc1ccccc1NC(=O)c1c(C)noc1C	-0.1	7	/	-0.8	-2.7	-2	-4	-1.1	-0.1
c1ccc2nc(N3CCOCC3)c(N3CCOCC3)nc2c1	i	8	/	-0.7	-4.5	3	4	-0.7	0.3
O=C(Nc1ccc(Cl)cc1)C1CCCN1C(=O)NCc1ccccc1 (configuration not stated)	-0.4	8	-1.0	-2.9	-0.3	0	4	-1.5	-1.2
COc1ccc(N2CCN(C(=O)CCCn3c(=S)[nH]c4cc5c(cc4c3=O)OCO5)CC2)cc1	-0.7	10	/	0.4	-0.3	1	12	-0.8	0.1
CCCNC(=O)C(Cc1cccc(C#N)c1)NC(=O)c1ccc(C#N)cc1 (configuration not stated)	-0.2	7	1.8	-0.7	0.2	-1	4	0.4	-0.4
Cc1c(Cl)cccc1NC(=O)Cn1nnc(C(=O)NCc2cccs2)c1N	i	0	/	/	-5.8	0	-3	2.2	-0.6
COc1cc(/C=N/NC(=O)COc2ccc(-n3cnnn3)cc2)ccc1OCC(N)=O	-0.3	-3	1.9	/	-1.9	6	6	3.7	1.3
COc1ccc(-c2ccc([C@H]3[C@@H]4C=CCC[C@@]4(C)C(=O)N3Cc3ccccc3)c(F)c2)cc1OC	i	42	0.3	-1.5	-0.8	2	4	0.1	3.0
CCOC(=O)Cc1csc(SCC(=O)Nc2cc(C)ccc2OC)n1	i	2	0.8	/	-2.3	1	-2	1.9	1.5
O=C(NNC(=O)c1cccc2ccccc12)c1ccc2c(c1)OCO2	-0.3	-2	-9.0	-0.3	-3.5	1	3	-2.0	-0.1
COc1ccc(C(c2c(O)c3ccccc3oc2=O)c2c(C)n(C)n(-c3ccccc3)c2=O)cc1 (configuration not stated)	-0.2	2	/	/	-5.4	5	-1	3.5	0.0
Cc1cc(C)cc(OCC(=O)OCC(=O)c2cc(C)n(C3CC3)c2C)c1	-0.8	14	2.6	0.7	-2.0	3	13	-1.6	1.3
CCOC(=O)c1cnc2ccc(OC)cc2c1Nc1ccc(N2CCN(C)CC2)cc1	-0.5	0	-2.7	-2.0	-1.6	0	0	-2.5	0.8
CCCCCc1ccc(CC(=O)O)cc1	0.9	6	/	/	-1.1	0	3	0.5	5.3
Cc1cc(=O)[nH]c(=S)n1-c1ccccc1	-1.5	-6	/	-0.5	0.5	-1	-7	-1.4	-0.7
COc1cc2c(c(NC(C)=O)c1)N(C(C)=O)CCC2	-0.8	-4	-0.4	-0.6	3.1	-1	-6	/	0.0
CCOC(=O)C1CCN(c2ccc(C(N)=O)cc2[N+](=O)[O-])CC1	-0.4	-1	0.9	/	-0.8	-3	11	-2.9	-1.0
O=Cc1cccn1-c1sc2c(c1C(=O)O)CCCC2	1.5	13	2.8	/	-0.7	2	-1	-0.1	0.8
Cc1ccc(NCC(=O)N/N=C\c2cccc(O)c2)cc1	0.8	-14	/	/	-4.6	-3	9	4.2	-0.3
More records follow.
SMILES	Vc quorum ag	Yp Topo-I inh	TcdB inh	BioA inh	FadD28 FP inh	FBA Mtb inh	GDH-TPI inh	Mtb UGM inh	PfHsp40 yeast
CC(NC(=O)c1cccs1)c1ccc(Cl)cc1 (configuration not stated)	-0.5	11	1.0	3.3	-3.0	2	-2	-2.3	-0.4
O=C(Cn1nnc(-c2ccccc2Cl)n1)Nc1cccc(S(=O)(=O)N2CCCC2)c1	-5.9	4	0.2	-2.1	-1.0	0	1	-0.5	0.1
O=C(O)c1cc(-c2ccc3ccccc3n2)nc2ccccc12	i	3	0.7	-1.2	-0.9	-1	15	7.1	1.8
Cc1[nH]c(C)c(S(=O)(=O)N2CCCCC2)c1C(=O)N1CCCC1	-0.3	4	2.1	-1.6	-3.7	1	13	-0.2	1.0
CC(C)c1cccc(C(C)C)c1OC(=O)[C@H]1OC(C(C)(C)C)=C[C@@H]1c1ccccc1	-0.5	11	-1.9	-1.1	-1.8	0	-12	3.5	3.4
CC(C)C(=O)NC(c1ccccc1Cl)c1c(O)ccc2ccccc12 (configuration not stated)	-0.6	5	1.5	/	-1.4	5	2	-0.7	-1.8
COC(=O)c1c(N)sc(C(=O)N2CCOCC2)c1C	i	-5	/	-2.6	-3.0	3	4	-0.1	0.5
CN(CC(=O)Nc1ccccc1C(=O)NC1CC1)Cc1ccc(N(C)C)cc1	i	1	1.0	-1.6	0.2	0	11	2.6	-1.1
CC(C)(Oc1ccc(Cl)cc1)C(=O)Nc1c2c(nn1C(C)(C)C)CS(=O)(=O)C2	i	-4	-4.0	1.9	-3.5	-3	-6	-0.6	0.6
Cn1c(CNC(=O)Cc2ccc3c(c2)OCO3)nnc1SCc1ccccc1	i	-3	/	-1.1	-2.2	3	3	0.5	1.6
Cc1cc(Oc2ccc(N)cn2)cc(C)c1Cl	-0.5	-2	-3.8	-0.7	0.2	7	4	-1.2	2.0
COc1cccc2[nH]c3c(N4CCCCC4)ncnc3c12	-0.2	-1	/	0.2	-0.9	15	11	3.1	1.7
O=C(Nc1cccc(Cl)c1)c1ccccc1NC(=O)C1CCCCC1C(=O)O (configuration not stated)	2.1	4	-0.8	-0.4	-5.1	3	-4	-0.1	0.4
COc1ccc(Cc2c(C3CCCCC3)nc3ccc(Cl)cn23)c(C)c1	/	/	1.1	0.1	-0.6	3	/	/	/
Cc1ccnc(NC(=O)C2(c3cccs3)CCOCC2)c1	-0.3	8	0.7	-2.1	0.9	-1	9	2.7	-1.2

Outcome played no part in choosing rows; about 4.6% have a hit in one of these screens.
